PV pol inh = poliovirus RNA polymerase inhibition; % elongation, % (compound at 16.7 µg/mL); poliovirus polymerase elongation, fluorescence polarization; active compounds read low; AID 588519; P03300; 150,000 tested, 0.66% active; in the data active means % elongation below about 90%; further: some results filed as inactive read as strong as hits
Target sequence (P03300 1749-2209 limits assumed): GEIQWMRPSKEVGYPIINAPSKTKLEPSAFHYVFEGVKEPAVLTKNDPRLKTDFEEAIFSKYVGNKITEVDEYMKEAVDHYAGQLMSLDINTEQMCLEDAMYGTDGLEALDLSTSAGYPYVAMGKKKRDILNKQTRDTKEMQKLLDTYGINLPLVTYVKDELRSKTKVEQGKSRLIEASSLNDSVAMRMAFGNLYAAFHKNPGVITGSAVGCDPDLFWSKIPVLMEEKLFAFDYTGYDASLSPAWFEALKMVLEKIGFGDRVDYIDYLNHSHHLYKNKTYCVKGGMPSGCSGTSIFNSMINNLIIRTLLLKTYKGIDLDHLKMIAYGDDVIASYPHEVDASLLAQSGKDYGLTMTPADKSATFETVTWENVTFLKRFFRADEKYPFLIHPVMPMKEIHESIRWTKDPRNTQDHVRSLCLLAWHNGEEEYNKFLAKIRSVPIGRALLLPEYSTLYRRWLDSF
PV pol inh FP z-score = second read-out of PV pol inh, no call of its own (marks repeat the call); z-score; measured here: FP z-score; hits read low
* = called active by the depositor. This is a subset; count on the stated rates, not on these rows.

Structure | PV pol inh | PV pol inh FP z-score
COc1cccc(-c2cc(C(F)(F)F)nc(SC3CC(=O)C4OCC3O4)n2)c1 (stereo not drawn) | 108.0 | 0.4
c1csc(-c2nc3ccc4ccccc4c3c3c2CCC3)c1 | 103.0 | 0
COc1ccccc1S(=O)(=O)CC(SC#N)c1ccccc1 (stereo not drawn) | 97.0 | -0.3
Cc1ccccc1-c1n[nH]c(=S)n1/N=C/c1ccc(N(C)C)cc1 | 101.0 | 0.4
Cc1ccc(N2CCN(C(=O)N3CCCCCC3)CC2)cc1Cl | 100.0 | 0
CCN1CCC(N(Cc2ccc(F)cc2)C(=O)Nc2cccc(C(F)(F)F)c2)CC1 | 121.0 | 1.7
Oc1cc(C(F)(F)F)cc(C(F)(F)F)c1 | 101.0 | -0.1
CS(=O)(=O)c1ccc(F)cc1 | 103.0 | 0
c1ccc2[nH]c(Nn3cnnc3)nc2c1 | 103.0 | 0.5
COc1cccc(-c2nnc3n(Cc4ccccc4Cl)c(=O)c4ccccc4n23)c1O | 98.0 | -0.8
Cc1ccc(NC(=O)Cn2c(=O)/c(=C3\C(=O)Nc4ccccc43)s/c2=C\C#N)cc1 | 109.0 | 0.7
O=C(C1=C(O)C(=O)N(c2nncs2)C1c1cccs1)c1cccs1 (stereo not drawn) | 49.0 | -4.4
NC(=O)/C=C\c1cn(-c2ccccc2)nc1-c1ccc(F)cc1 | 102.0 | 0.3
c1ccc2[nH]c(-c3ccc(Sc4nnnn4C4CCCC4)nc3)nc2c1 | 102.0 | 0.4
COc1cc(/C=N/N=C2/C(=O)Nc3ccccc32)ccc1OCC(=O)N1CCOCC1 | 99.0 | -0.3
Cc1cccc2cc(C=C(C#N)C#N)c(Cl)nc12 | 84.0 | -4.6
COc1cccc(CNC(=O)Cc2csc3nc(-c4ccccc4)cn23)c1 | 110.0 | 0.8
COC(=O)Cn1c(=N)n(CCN2CCCCC2)c2ccccc21 | 99.0 | -0.5
Cc1cc(Br)ccc1NC(=O)C(Cc1ccccc1)NS(=O)(=O)c1ccc(Br)s1 (stereo not drawn) | 99.0 | -1.8
OCCN1CCN(C(=S)/N=C(/Nc2ccccc2)c2ccccc2)CC1 | 106.0 | 0.8
COc1ccc(-n2ncc(C(=O)N3CCN(C(=O)c4ccco4)CC3)c2C2CCN(C(=O)OC(C)(C)C)CC2)cc1 | 107.0 | 0.3
COc1ccc(Cl)cc1NC(=O)Cn1c(=O)c2ccccc2n2nncc12 | 108.0 | 1.3
CCOc1ccc(NC(=O)CSc2nc(-c3ccc(OC)cc3)nc3c2Cc2c(CO)cnc(C)c2O3)cc1 | 109.0 | 0.5
CCCCOc1cccc(C(=O)Nc2ccc3oc(-c4cccnc4)nc3c2)c1 | 103.0 | 0.1
Cc1cccc(NC(=S)N(CCN(C)C)Cc2cc3cc4c(cc3[nH]c2=O)OCO4)c1 | 103.0 | 0.3
Nc1cccc2c1C(=O)N(CCOc1ccccc1F)C2=O | 63.0 | -2.4
C/C(N)=C(/C#N)C(=O)CN(C)C1CCCCC1 | 100.0 | -0.1
CN(C)CCSc1nnc(NCc2ccccc2O)s1 | 102.0 | 0
Clc1ccc(C=NCC2COc3ccccc3O2)cc1 (stereo not drawn) | 102.0 | 0.1
COc1cccc(C(=O)NC2CC(=O)N(c3ccc4c(c3)OCCO4)C2)c1OC (stereo not drawn) | 112.0 | 1.4
COc1ccc(S(=O)(=O)N(Cc2nc(-c3ccccc3)no2)C2CCCCC2)cc1 | 110.0 | 0.5
COc1cccc(C2CC(=O)Nc3cc(OC)c(OC)c(OC)c32)c1OC(C)C (stereo not drawn) | 105.0 | 0
COc1cccc(NC(=O)C2(C#N)Cc3ccccc3N3CCCC32)c1 (stereo not drawn) | 99.0 | -0.5
CC(=O)N1CCCc2cc(S(=O)(=O)Nc3ccc(C)c(F)c3)ccc21 | 108.0 | 0.1
CCN(CC)C(=O)CSc1nc2sccc2c(=O)n1-c1ccccc1 | 112.0 | 1.9
COc1ccc(C2=NN(C(=O)Cn3cc(C(F)(F)F)ccc3=O)C(c3ccco3)C2)cc1 (stereo not drawn) | 105.0 | 0.2
NS(=O)(=O)c1ccc(CCNC(=O)C2COc3ccccc3C2)cc1 (stereo not drawn) | 106.0 | 0
Cc1cccc(C(=O)N2CCOCC2)c1 | 102.0 | -0.2
Cn1c(=O)n(C)c2cc(C(O)COc3ccc(CNC(C)(C)C)cc3)ccc21 (stereo not drawn) | 100.0 | -1
CC(=O)Nc1cc2c(cc1C(=O)c1ccc(Br)cc1)OCCO2 | 104.0 | 0.1
COc1ccc(C(=O)COC(=O)c2nn(C)cc2Cl)cc1 | 101.0 | -0.1
NC1c2ccccc2-c2ccccc21 | 100.0 | 0
CCCC(=O)NCc1cc(-c2nn(C)c(=O)c3ccccc23)ccc1C | 103.0 | 0.3
Cc1ccc2c(c1)c1c(c(=O)n(-c3ccccc3)c(=O)n1CC(=O)NCCC1=CCCCC1)n2C | 107.0 | -0.2
COc1ccc(OC)c(CNS(=O)(=O)c2ccc(-c3cc(C(F)(F)F)on3)s2)c1 | 105.0 | -0.4
COC(=O)C1(C(F)(F)F)C2C=CC(C2)N1S(=O)(=O)c1ccccc1 (stereo not drawn) | 101.0 | 0.1
O=C(Nc1cccc(C(F)(F)F)c1)c1cc2ccccc2o1 | 102.0 | -0.1
O=C(NCc1cccn1Cc1ccccc1)Nc1ccccc1 | 99.0 | -1.1

An excerpt of these results, with two lines to a compound.
Order of results – PV pol inh, PV pol inh FP z-score
CCCC(=O)NCc1cc(-c2nn(C)c(=O)c3ccccc23)ccc1C
    103.0, 0.3
O=C(NCc1cccn1Cc1ccccc1)Nc1ccccc1
    99.0, -1.1
NC1c2ccccc2-c2ccccc21
    100.0, 0
COc1ccc(C(=O)COC(=O)c2nn(C)cc2Cl)cc1
    101.0, -0.1
COC(=O)C1(C(F)(F)F)C2C=CC(C2)N1S(=O)(=O)c1ccccc1 (stereo not drawn)
    101.0, 0.1
COc1ccc(OC)c(CNS(=O)(=O)c2ccc(-c3cc(C(F)(F)F)on3)s2)c1
    105.0, -0.4

(further entries)
Structure | PV pol inh | PV pol inh FP z-score
Cc1noc2ncnc(N3CCCC(C(=O)NCCCN4CCCC4=O)C3)c12 (stereo not drawn) | 103.0 | 1.4
O=C(NC(Cc1ccccc1)C(=O)OCc1ccccc1)c1cccs1 (stereo not drawn) | 104.0 | 1.1
O=c1c2c(nc3[nH]ncn13)CCN(Cc1ccccc1)C2 | 100.0 | -1.8
CCOc1ccccc1OCC(=O)OC1CCOC1=O (stereo not drawn) | 106.0 | 0.5
C=C(C)c1cccc(C(C)(C)NC(=O)NCc2cccnc2)c1 | 101.0 | -0.1
O=C(CSc1ncnc2ccccc12)Nc1cccc(F)c1 | 101.0 | -0.7
Cc1ccc(C)c(N2CCN(C(=O)Cn3cnc4onc(-c5ccc(F)cc5)c4c3=O)CC2)c1 | 104.0 | 0
O=C(COc1ccc2ccccc2c1)Oc1ccc(C(=O)c2ccccc2)cc1 | 98.0 | -1
COc1ccccc1-c1cc(-c2ccc(O)cc2)nc(N)c1C#N | 101.0 | -0.1
O=C(N1CCCCC1)N1c2ccccc2Sc2ccccc21 | 104.0 | 0.6
O=C(CC(CC(=O)c1ccc(Br)cc1)c1cccnc1)c1ccc(Br)cc1 | 102.0 | -0.1
CCCc1nnc(N(Cc2ccc(Cl)cc2)C(=O)c2ccc(C)cc2)s1 | 106.0 | 0.3
O=c1[nH]nc(-c2ccccc2)c2ccccc12 | 100.0 | 0
COc1cc(CNCCc2c[nH]c3ccccc23)cc(OC)c1O | 103.0 | 0.3
Cn1ccc2cc(S(=O)(=O)N3CCN(C(=O)Nc4cccc(F)c4)CC3)ccc21 | 109.0 | 0.6
O=C(Nc1nc(CSc2nc3ccccc3s2)cs1)C1CC1 | 83.0* | -2.1*
CCOc1ccc(NC(=O)CCc2c(C)nc3cc(-c4ccccc4OC)nn3c2C)cc1 | 105.0 | -0.6
CC(=O)Oc1ccccc1OC(C)c1nn(C(C)=O)c2ccccc12 (stereo not drawn) | 108.0 | 0.5
CCOC(=O)c1[nH]c2c(c1Cc1ccccc1OC)C(=O)CC(c1ccc(OC)cc1)C2 (stereo not drawn) | 104.0 | -0.5
Cc1nnc(N2CCN(C(=O)Nc3cc(F)ccc3F)CC2)c2nn(-c3ccc(Cl)cc3)c(C)c12 | 98.0 | -0.7
N#Cc1c(Sc2nnnn2-c2ccccc2)nc(CCc2ccccc2)c2c1CCCC2 | 101.0 | -0.1
OC(CC#CCN1CCCC1)(c1ccccc1)C1CCCC1 (stereo not drawn) | 103.0 | -0.1
COc1ccc(OC)c(/C=c2\sc3nc4ccccc4n3c2=O)c1 | 72.0 | -7.4
O=S(=O)(/C=C/c1ccccc1)N1CCN(Cc2cc3c(cc2O)CCC3)CC1 | 97.0 | -0.7
CCOC(=O)c1c(C)oc2c1c1c(c3ccccc32)OCN(C2CC(C)(C)NC(C)(C)C2)C1 | 106.0 | 0.8
COc1cc(NC(=O)Cn2c(=O)ccc3cc(S(=O)(=O)N4CCCC4)ccc32)cc(OC)c1 | 106.0 | -0.2
Cc1ccc(C)c(NC(=O)Cn2cc(C(=O)c3ccc(Cl)cc3)c(=O)c3ccc(C)nc32)c1 | 109.0 | 0.2
COc1cccc(CNc2ccc3c(c2)ncn3C)c1OC | 103.0 | -0.2
CC(C)CSc1ncnc2scc(-c3ccccc3)c12 | 103.0 | 0
Cc1c2cnn(CC(=O)N3CCCCC3)c(=O)c2c(C)n1Cc1ccc(F)cc1 | 105.0 | -0.2
Cc1nc2ccc(S(=O)(=O)NCC(=O)NCc3ccc(Cl)cc3)cc2s1 | 110.0 | 0.7
CCOc1ccc(N(C(C)C(=O)Nc2cc(Cl)ccc2OC)S(C)(=O)=O)cc1 (stereo not drawn) | 109.0 | 1.3
Cc1cc(-c2ccc(C)c(S(=O)(=O)N3CCOc4ccc(Cl)cc43)c2)on1 | 113.0 | 0.5
CCN(CC)C(=O)[n+]1ccc(OC)cc1 | 102.0 | 0.2
O=C(CSc1ncn[nH]1)n1c2ccccc2c2ccccc21 | 101.0 | -0.1
CCOc1ccc2nc(NCCNC(=O)NCc3ccccc3)c(C#N)cc2c1 | 101.0 | -0.2
O=C(Nc1c(C(=O)Nc2ccc(F)cc2)oc2ccccc12)c1ccccc1 | 103.0 | 0.4
CCc1cccc(-n2c(=O)c3cccnc3n2CC(=O)NCc2ccccc2)c1 | 111.0 | 0.3
CC(C)CCn1c(O)c(N=O)c2ccccc21 | 102.0 | 0.5
O=C(NCc1ccccc1Cl)C1CCN(c2ncnc3c2nc2n3CCCCC2)CC1 | 99.0 | -1.5
Cc1nc2nc(SCC(=O)O)nn2c(C)c1Cc1ccccc1Cl | 100.0 | -0.2
Cc1c(NC(=O)Cn2c(-c3cscn3)nc3ccccc32)c(=O)n(-c2ccccc2)n1C | 101.0 | -0.3
CCCN(CCC)C(=O)C(Cc1ccccc1)NS(=O)(=O)c1ccc2c(c1)c(=O)n(C)c(=O)n2C (stereo not drawn) | 105.0 | 0.2
CCOC(=O)CN1C(=O)S/C(=C/c2ccc(OCC(N)=O)c(OCC)c2)C1=O | 99.0 | -0.2
CC1=NN(c2nc3ccccc3nc2Cl)C(=O)C1 | 100.0 | -0.9
CCOc1ccc(CCNC(=O)CCCc2nnc3n(CC)c(=O)c4sccc4n23)cc1OCC | 100.0 | -1.3
COC(=O)c1cc(-c2ccc(F)cc2)nc2onc(C)c12 | 105.0 | 0.3
COc1cc(NC(=O)CNc2cccc(C#N)c2)cc(OC)c1 | 107.0 | 0.3
CN(C)S(=O)(=O)c1ccc2c(c1)N(CC(=O)N1CCCCC1)CCS2 | 102.0 | -1.2
COc1ccc(C=C2C(=O)OC3(CCCCC3)OC2=O)cc1OC | 102.0 | 0.2
O=C(COc1ccccc1F)NCc1nc2ccccc2[nH]1 | 102.0 | 0.1
COc1ccccc1-c1nn(CCC(=O)NCCCN2CCCC2=O)c2nc(C)cc(C)c12 | 104.0 | 0.9
CCC(=O)Nc1ccc(S(=O)(=O)N2CCOCC2)cc1 | 100.0 | 0
Cc1ccc(-c2nnc(Nc3ccc(Cl)cc3)c3ccccc23)cc1S(=O)(=O)N1CCOCC1 | 105.0 | 0.2
Nc1cccc(Cl)c1N1CCOCC1 | 101.0 | -0.3
Cc1ccc(SCc2cc(=O)[nH]c(Nc3nc(C)c4ccccc4n3)n2)cc1 | 104.0 | 0.6

(further entries)
Structure | PV pol inh | PV pol inh FP z-score
Cc1cc(C)c2c(n1)sc1c(Sc3nnc(-c4ccncc4)o3)ncnc12 | 102.0 | -0.3
Cc1cc(C)cc(NC(=O)Cn2c3ncccc3c(=O)n2-c2ccc(C)c(C)c2)c1 | 109.0 | 0.2
O=S(=O)(c1cccc(-c2nc3ccccc3s2)c1)N1CCOCC1 | 100.0 | -0.1
CC(C)(C)c1ccc(/C=C/C(=O)NC2CCS(=O)(=O)C2)cc1 (stereo not drawn) | 104.0 | 0.1
Cc1cccc(NC(=O)Cn2c(=O)c3cccn3c3ccccc32)c1C | 112.0 | 0.9
CCOC(=O)c1noc2ncn(CC(=O)Nc3ccccc3OC)c(=O)c12 | 98.0 | -2.1
Cc1ccc(-c2nnc3n2N=C(C(C)(C)C)CS3)cc1 | 105.0 | 0.3
Cc1ccc(C)c2sc(NC(=O)c3ccc(S(=O)(=O)N4CCC(C)CC4)cc3)nc12 | 115.0 | 1.6
Cc1ccc(N(CC(=O)Nc2cccc(F)c2)S(=O)(=O)c2cccs2)cc1 | 107.0 | -0.1
CCOC(=O)Cn1c(=O)oc2cc(S(=O)(=O)N3CCCC3)ccc21 | 102.0 | 0.1

Screening results deposited in PubChem BioAssay by ICCB-Longwood Screening Facility, Harvard Medical School.
